Assay outcomes from PubChem BioAssay.
APE1 inh – blocks human APE1 abasic DNA cleavage; Potency, µM (top dose mostly 65.8 µM), inactives show at the top dose activity change, negative = inhibition, hits mostly inhibitors; recombinant APE1, TAMRA/BHQ-2 abasic DNA cleavage fluorescence; P27695; 350,000 tested, 0.35% active;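 also: potency is read from the fitted curve at half-maximal effect; plate controls were vehicle for no effect and reference inhibitor for full effect; nearly all actives have a fitted effect of over 55% in size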
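Kinetic fluorescence read (525 ex/598 em nm, three reads 60 s apart) of AP-site incision; signal = third minus first read. Enzyme 0.75 nM, dual-labelled THF duplex 50 nM, compound preincubation 15 min RT.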
Apoferritin bind – candidate novel general anesthetic via apoferritin binding. apoferritin/1-aminoanthracene competitive binding, fluorescence. Potency, µM (doses to about 77.5 µM), for inactives: at the highest dose activity change, negative = displacement, actives largely listed as inhibitors. 350,000 tested, 0.074% active. AID 485281; also: potency is read from the fitted curve at half-maximal effect; % is scaled to controls: 0 for no effect and ±100 for the full control effect; nearly all actives have a fitted effect of over 20% in size
Target sequence (P02791 2-175 limits assumed): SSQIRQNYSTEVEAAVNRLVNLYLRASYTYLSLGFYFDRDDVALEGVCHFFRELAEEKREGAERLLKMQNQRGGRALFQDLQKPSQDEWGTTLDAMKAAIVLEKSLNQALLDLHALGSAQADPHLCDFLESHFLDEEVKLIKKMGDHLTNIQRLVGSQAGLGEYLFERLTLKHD
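Apoferritin-based anesthetic binding model; compound displacement of fluorescent 1-AMA measured as endpoint fluorescence after 10 minutes at room temperature, scaled to free-ligand and complex controls.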
Pol eta inh – inhibitors of human DNA polymerase eta. Q9Y253. 390,000 tested, 1.2% active. Potency, µM (top dose mostly 114 µM), without a hit: at the highest dose activity change, negative = inhibition, hits mostly inhibitors. recombinant Pol eta, fluorescent DNA replication assay; also: potency is read from the fitted curve at half-maximal effect; % is scaled to controls: 0 for no effect and ±100 for the full control effect
Target sequence (Q9Y253 whole entry, looked up): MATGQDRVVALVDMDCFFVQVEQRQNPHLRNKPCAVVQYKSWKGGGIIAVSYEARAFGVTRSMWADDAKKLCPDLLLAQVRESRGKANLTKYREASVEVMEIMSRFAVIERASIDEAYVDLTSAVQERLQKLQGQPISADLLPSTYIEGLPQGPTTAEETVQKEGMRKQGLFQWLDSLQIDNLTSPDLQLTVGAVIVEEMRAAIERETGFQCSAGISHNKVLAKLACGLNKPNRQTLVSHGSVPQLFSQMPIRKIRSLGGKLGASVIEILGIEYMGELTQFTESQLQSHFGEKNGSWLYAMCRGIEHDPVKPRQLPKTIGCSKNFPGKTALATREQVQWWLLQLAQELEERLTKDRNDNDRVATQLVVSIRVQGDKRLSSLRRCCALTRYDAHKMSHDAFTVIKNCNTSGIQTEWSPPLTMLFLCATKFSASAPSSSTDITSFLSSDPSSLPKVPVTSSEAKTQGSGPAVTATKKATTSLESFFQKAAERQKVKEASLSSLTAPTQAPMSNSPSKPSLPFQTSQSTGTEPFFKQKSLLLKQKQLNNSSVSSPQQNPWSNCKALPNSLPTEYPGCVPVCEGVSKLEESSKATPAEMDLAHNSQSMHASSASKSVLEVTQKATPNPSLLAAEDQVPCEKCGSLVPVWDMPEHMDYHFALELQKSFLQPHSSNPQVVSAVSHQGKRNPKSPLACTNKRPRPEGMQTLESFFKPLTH
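Pol eta at 10 nM preincubated with compounds 15 min at room temperature; reaction started with fluorescent substrate (50 nM final) and read kinetically at 0 and 10 min.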
BLM helicase inh – inhibitors of human Bloom syndrome helicase BLM | P54132 | recombinant BLM DNA unwinding, fluorescence dequenching | Potency, µM (doses to about 56.1 µM), without a hit: at the top dose activity change, negative = inhibition, hits mostly inhibitors | 350,000 tested, 0.2% active | AID 2528;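 also: potency is read from the fitted curve at half-maximal effect; plate controls were vehicle for no effect and no enzyme for full effect; nearly all actives have a fitted effect of over 35% in size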
Pol beta inh – DNA polymerase beta (human) inhibition; Pol beta primer extension/strand displacement, fluorescence kinetic; P06746; Potency, µM (top dose mostly 114 µM), for the others: top-dose activity change, negative = inhibition, usual class: inhibitors; 340,000 tested, 1.3% active; AID 485314; also: potency is read from the fitted curve at half-maximal effect; % is scaled to controls: 0 for no effect and ±100 for the full control effect
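Kinetic readout of DNA synthesis with strand displacement by Pol beta. Compound and 10 nM enzyme sit 15 min at room temperature; 50 nM substrate starts the reaction, read immediately and at 10 min.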
PGK inhibitor – blocks T. brucei phosphoglycerate kinase; P07378; PGK/GAPDH coupled, Kinase-Glo luminescence, 60 min; Potency, µM (highest dose often 57.5 µM), inactives show at the top dose activity change, negative = inhibition, most hits filed as inhibitors; 380,000 tested, 0.043% active; AID 602233; also: potency is read from the fitted curve at half-maximal effect; % is scaled to controls: 0 for no effect and ±100 for the full control effect; nearly all actives have a fitted effect of over 60% in size
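Recombinant glycosomal PGK reaction used 1,3-bisphosphoglycerate generated in-well by GAPDH (100nM final) in 100mM TEA pH 7.6, 5mM MgCl2, 0.01% Tween-20. After 60 minutes at room temperature, ATP was read by Kinase-Glo Plus luminescence end-point.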
POLK inh – DNA polymerase kappa (human) inhibition. Q9UBT6. purified Pol kappa, fluorescent DNA synthesis assay, 10 min. Potency, µM (titrated, usually from 107 µM), for the others: top-dose activity, negative = inhibition, hits mostly inhibitors. 400,000 tested, 0.53% active; also: potency is read from the fitted curve at half-maximal effect; % is scaled to controls: 0 for no effect and ±100 for the full control effect
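Inhibition of 10 nM Pol kappa is measured by a fluorescent read-out at 0 and 10 min following addition of 50 nM substrate (final), with a 15-min room-temperature compound preincubation.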
POLI inh – blocks human DNA polymerase iota activity. Pol iota fluorescent replication assay, 10 min. AID 588590. 390,000 tested, 1% active. Potency, µM (top dose mostly 115 µM), inactives show at the highest dose activity, negative = inhibition, actives largely listed as inhibitors. Q9UNA4; also: potency is read from the fitted curve at half-maximal effect
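Fluorescent replication assay read twice, at 0 min and 10 min after adding 50 nM (final) substrate. Enzyme (10 nM) and compounds were first incubated 15 min at room temperature; enzyme-free buffer wells were negative controls.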
RXFP1 antagonist – RXFP1 (human) relaxin receptor antagonism; HEK293-RXFP1, relaxin-stimulated cAMP HTRF, 30 min; stronger effect = lower value; 350,000 tested, 0.59% active; Q9HBX9; activity change, negative = inhibition, % at 57.5 µM;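 active = activity change of -60% or lower, but not beyond a set lower limit; inconclusive = change between -60% and -40%, or beyond the set limit; inactive = change above -40%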; also: % is scaled to controls: 0 for no effect and ±100 for the full control effect
An asterisk follows results filed as active; i = inactive; ? = inconclusive; . = not tested or not shown; & = joins results of further samples; [ ] = another dose, or the depositor's remark. Unless noted, calls follow the shape of the dose curve; as a rule, active = well fitted curve in the direction sought with a large enough effect; inconclusive = small, poorly fitted or top-dose-only effect, or another doubt; inactive = no such curve, though single readings can be large; an effect the other way counts as inactive or inconclusive. Only part of the results is shown (hit frequency here may not be typical).

SMILES | APE1 inh | Apoferritin bind | Pol eta inh | BLM helicase inh | Pol beta inh | PGK inhibitor | POLK inh | POLI inh | RXFP1 antagonist
Cc1ccccc1Nc1c(-c2c(F)cccc2Cl)nc2ccc(Br)cn12 | . | -4% | -1% | -2% | -27% | -6% | -20% | 8% | -18
C=CCn1cc(/C=N/Nc2nc3ccccc3[nH]2)c2ccccc21 | -6% | -6% | -28% | -18% | -18% | -8% | -10% | 147%[activator] | -38
Cc1ccc2c(cnn2C(=O)CCCC(=O)NC(C)c2ccccc2)c1 (stereo not drawn) | 8% | -11% | -5% | -15% | 6% | i | 8% | 30% | -4
COc1ccc(NC(=O)c2ccc(OCC3CCCO3)cc2)cc1Cl (stereo not drawn) | -1% | . | -16% | . | . | 1% | -14% | 14% | -14
COc1ccccc1N1CCN(CCCNC(=O)c2cnn(-c3ccccc3)c2C2CCN(C(=O)OC(C)(C)C)CC2)CC1 | . | ? | -15% | 4% | 10% | -9% | -5% | 15% | ?
COc1ccc(-n2nc(C(=O)NCc3ccco3)c3c4ccccc4n(C)c3c2=O)cc1 | 9% | 2% | -22% | -5% | 0% | . | -19% | 7% | 2
O=C(Nc1nc2ccc(F)cc2s1)C1CCN(S(=O)(=O)c2cc([N+](=O)[O-])ccc2Cl)CC1 | ? | -10% | ? | -13% | 8.9µM* | -4% | -19% | ? | .
COc1cccc(C(=O)N(Cc2ccc(N(C)C)cc2)Cc2ccco2)c1 | . | -2% | . | -6% | 1% | . | 0% | 20% | -7
Cc1cc(C)n(CC(=O)Nc2ccccc2)n1 | 2% | -10% | 11% | 2% | 23% | -2% | -6% | . | -2
N#C/C(=C\c1ccc(-c2ccc(Br)cc2)o1)C(=O)NCCc1c[nH]c2ccccc12 | -1% | -1% | -15% | -12% | 1% | -3% | -10% | 82%[activator] | -9
COc1ccc(/C=N/NC(=O)c2cc(-c3ccccc3OC(C)C)nc3ccccc23)cc1CN1CCOCC1 | -8% | -7% | -8% | -5% | 10% | -1% | -4% | -2% | .
O=C(Cc1ccccc1)N/N=C/c1cc2c(cc1Cl)OCO2 | 0% | -16% | ? | -6% | 9% | -1% | 2% | -11% | 9
CS(=O)(=O)c1ccc(Cl)c(NC(=O)COC(=O)c2cccc(S(=O)(=O)N3CCCCC3)c2)c1 | 11% | ? | -17% | -1% | 0% | -11% | -6% | 35%[activator] | -7
CN(C)C(=S)SC(=S)N(C)C | -2% | 5% | . | -8% | . | . | 1%[60.1 µM] | . | -7
CCOc1ccc(C(=O)OCC(=O)N2CC(C)OC(C)C2)cc1OCC (stereo not drawn) | -18% | -12% | -19% | -3% | 0% | -7% | -10% | 10% | -15
CC(C)(C)c1ccc(NC(=O)C2=CC=CN3CCS(=O)(=O)N=C23)cc1 | 20% | . | -2% | . | . | -8% | 6% | 7% | 0
Cc1ccc(CNC(=O)Cc2c(C(=O)O)c(C)cn2C)cc1 | . | 3% | -24% | -1% | -21% | -10% | 1%[60.1 µM] | 7% | 0
CN1CCc2c(sc3c2c(=O)n(-c2ccccc2)c2n[nH]c(=S)n32)C1 | ? | 2% | -22% | -4% | -3% | -1% | -34% | ? | 6
CC(/C=C/c1ccco1)=N\NC(=O)CNc1cccc(C)c1 | -1% | ? | 1% | -8% | 1% | 2% | -15% | -11% | 7
NC(=O)CC(NC(=O)c1ccccc1)c1ccc(N2CCN(c3ccccc3)CC2)c([N+](=O)[O-])c1 (stereo not drawn) | 6% | ? | -10% | -1% | 1% | 3% | -7% | 23% | .

Single values from the entries so far.
CN1CCc2c(sc3c2c(=O)n(-c2ccccc2)c2n[nH]c(=S)n32)C1 in RXFP1 antagonist is entered as 6
COc1ccc(/C=N/NC(=O)c2cc(-c3ccccc3OC(C)C)nc3ccccc23)cc1CN1CCOCC1 in Pol eta inh is entered as -8%
Cc1ccc2c(cnn2C(=O)CCCC(=O)NC(C)c2ccccc2)c1 (stereo not drawn) in POLI inh is entered as 30%
CS(=O)(=O)c1ccc(Cl)c(NC(=O)COC(=O)c2cccc(S(=O)(=O)N3CCCCC3)c2)c1 in APE1 inh is entered as 11%
O=C(Cc1ccccc1)N/N=C/c1cc2c(cc1Cl)OCO2 in POLI inh is entered as -11%
Cc1ccccc1Nc1c(-c2c(F)cccc2Cl)nc2ccc(Br)cn12 in Apoferritin bind is entered as -4%

Going on with the list.
SMILES | APE1 inh | Apoferritin bind | Pol eta inh | BLM helicase inh | Pol beta inh | PGK inhibitor | POLK inh | POLI inh | RXFP1 antagonist
CN1CCN(S(=O)(=O)c2cccc(C(=O)N(c3ccccn3)C3CCCCC3)c2)CC1 | -2% | -10% | -8% | -9% | 3% | -6% | -7% | 13% | -6
CC(=O)OCC(=O)[C@@]1(O)CCC2C3CCC4=CC(=O)CC[C@]4(C)C3C(=O)C[C@]21C (stereo partly drawn) | -10% | 10% | . | -7% | . | . | -16%[60.1 µM] | . | .
COC(=O)c1ccc(C(C2C(=O)CC(C)(C)CC2=O)C2C(=O)CC(C)(C)CC2=O)cc1 | 0% | -4% | -4% | -3% | -16% | -2% | 0% | 115%[activator] | -4
C/C(CC(=O)NCc1ccco1)=N\NC(=O)Cc1ccccc1 | -7% | -12% | -15% | -1% | 16% | -3% | -5% | -14% | -3
Cc1noc(C)c1CSCC(=O)N1CCN(c2ccc(F)cc2)CC1 | -2% | -12% | -17% | -2% | 2% | -4% | 0% | 0% | 5
Cc1cc(C)cc(NC(=O)c2cn3c4c(ccc(Cl)c4c2=O)OC(C)C3)c1 (stereo not drawn) | . | 0% | -5% | -1% | -10% | i | -7% | -2% | 2
O=C(NC1=NCCS1)c1sc2ccccc2c1Cl | -4% | 2% | -9% | -3% | -17% | 0% | -9% | 9% | -1
NC(=O)c1ccc(NC(=O)Cn2c(=O)n(-c3ccccc3)c(=O)c3oc4ccccc4c32)cc1 | -10% | -10% | -8% | -4% | ? | -6% | -5% | ? | -9
O=C(NCCCN1CCc2ccccc2C1)Nc1ccc(Br)cc1 | 0% | -14% | -3% | 0% | 3% | 1% | -18% | 13% | -11
Cc1ccc(C)c2[nH]c(=O)c(CN(CCN3CCCC3)C(=O)Nc3ccc(F)cc3)cc12 | 1% | ? | -10% | 17% | 3% | -7% | 2% | 14% | -8

Next part, overlapping the part above by 2 compounds.
SMILES | APE1 inh | Apoferritin bind | Pol eta inh | BLM helicase inh | Pol beta inh | PGK inhibitor | POLK inh | POLI inh | RXFP1 antagonist
O=C(NCCCN1CCc2ccccc2C1)Nc1ccc(Br)cc1 | 0% | -14% | -3% | 0% | 3% | 1% | -18% | 13% | -11
Cc1ccc(C)c2[nH]c(=O)c(CN(CCN3CCCC3)C(=O)Nc3ccc(F)cc3)cc12 | 1% | ? | -10% | 17% | 3% | -7% | 2% | 14% | -8
Cc1ccc(S(=O)(=O)c2nnn3c2nc(NCCCN2CCCC2=O)c2ccccc23)cc1C | 8% | -5% | -15% | -7% | 3% | -9% | -8% | 19% | 45
COc1ccc(C(=O)NC(C)c2nc3ccccc3[nH]2)cc1OC (stereo not drawn) | -2% | -9% | 2% | -11% | 0% | . | -6% | ? | -12
O=C(CCn1ccc2cc(S(=O)(=O)N3CCCC3)ccc21)NCc1cccc(Br)c1 | . | -3% | -17% | -2% | -26% | -24% | 0% | 6% | -9
CC(C)CC(=O)O/N=C1\C(=O)N(Cc2ccc(Cl)cc2)c2ccc([N+](=O)[O-])cc21 | -8% | ? | . | -12% | 31% | . | . | . | .
COc1cc(OC)cc(C(=O)NCCCn2ccnc2)c1 | -6% | -7% | -7% | 1% | 21% | 0% | -5% | 33%[activator] | 1
CN(CCO)S(=O)(=O)c1ccc2c(c1)C(=NN)c1cc(S(=O)(=O)N(C)CCO)ccc1-2 | 21% | -14% | -10% | 0% | 28% | i | -17% | 7% | -3
COc1ccccc1-c1sc2ccccc2c1-c1ccc(O)cc1 | -9% | . | -17% | . | . | 6% | -12% | 5% | .
CCn1c(COc2ccccc2C)nnc1SCC(=O)NCc1ccccc1 | 9% | -23% | -15% | -5% | 18% | -1% | 6% | -6% | -16
Cc1cc(C)n(S(=O)(=O)/C=C/c2ccccc2)n1 | -4% | -16% | -8% | 2% | 14% | -11% | 7% | ? | -2
O=C(Nc1ccc(F)cc1)C1CCN(S(=O)(=O)c2cccs2)CC1 | ? | -12% | -30% | -1% | -18% | -8% | 4% | 21% | -9
Cc1cc(C)c2c(SC(C)C)nc(N)nc2n1 | -3% | -6% | 0% | 2% | 89% | i | 4% | 0% | 2
CCC(C)Sc1nc2c([nH]c3ccccc32)c(=O)n1C (stereo not drawn) | 8% | 5%&-10% | -23%&-18% | -4%&-2% | 3%&-1% | -10% | -10% | 10%&25% | 4
